# CHT block: inhibitors of human choline transporter CHT; CHT-expressing cells, membrane potential dye, choline response; stronger effect = lower value; B-score at 10 µM; actives 0.86% (n = 310,000); AID 488975, 2010;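 active = B-score over 3 SD under the library average, and starting fluorescence ratio not unusually high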;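 note: choline stimulus applied at its EC90 after an EC20 pre-addition; B-score computed on integrated fluorescence ratio after choline addition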
# KCNQ2 block: KCNQ2 potassium channel inhibitors, primary screen, cell-based, CHO-K1, FluxOR thallium flux, B-score (AID 2156) | Potassium voltage-gated channel subfamily KQT member 2 (Rattus norvegicus), O88943 | B-score at 10 µM | 20 min; stronger effect = lower value | actives 1.1% (n = 310,000);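 active = fluorescence ratio B-score at most minus 3 library SDs, with starting brightness B-score within 2 library SDs, cut at about -5.5 in these data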
# Target sequence (O88943 whole entry, looked up): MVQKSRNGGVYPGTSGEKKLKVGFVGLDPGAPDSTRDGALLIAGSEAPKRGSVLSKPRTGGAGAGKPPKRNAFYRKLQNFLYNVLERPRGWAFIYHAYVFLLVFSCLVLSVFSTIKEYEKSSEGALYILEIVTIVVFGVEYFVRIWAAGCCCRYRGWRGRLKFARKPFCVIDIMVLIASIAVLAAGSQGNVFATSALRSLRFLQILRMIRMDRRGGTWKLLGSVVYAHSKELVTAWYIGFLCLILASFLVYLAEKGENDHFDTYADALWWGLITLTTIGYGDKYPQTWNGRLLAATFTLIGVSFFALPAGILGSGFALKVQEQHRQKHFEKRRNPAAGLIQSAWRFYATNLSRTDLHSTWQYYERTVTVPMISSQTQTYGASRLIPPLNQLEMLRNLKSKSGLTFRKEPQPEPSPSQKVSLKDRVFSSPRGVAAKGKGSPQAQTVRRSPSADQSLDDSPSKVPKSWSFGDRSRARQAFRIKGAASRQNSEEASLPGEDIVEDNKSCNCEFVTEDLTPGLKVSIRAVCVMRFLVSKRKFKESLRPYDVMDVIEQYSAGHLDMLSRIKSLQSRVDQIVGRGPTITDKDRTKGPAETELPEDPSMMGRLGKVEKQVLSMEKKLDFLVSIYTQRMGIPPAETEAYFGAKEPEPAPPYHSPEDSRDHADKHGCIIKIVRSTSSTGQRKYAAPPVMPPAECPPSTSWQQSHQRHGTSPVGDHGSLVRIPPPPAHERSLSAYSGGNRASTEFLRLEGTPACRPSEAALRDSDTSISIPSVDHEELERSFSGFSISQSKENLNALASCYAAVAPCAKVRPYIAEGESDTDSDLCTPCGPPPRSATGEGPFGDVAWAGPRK
# Starred values were filed as active, the others as inactive; i = inactive; . = not tested or not shown.
# The opening 3 entries, ahead of the listing:
# Under each structure: KCNQ2 block, CHT block
> N#Cc1cn(CC(=O)O)c2ccccc12
→ i, i
> CN(C)CCOC(=O)Cc1ccc(Cl)cc1
→ i, -9.97*
> COCCSc1nnc(NC(=O)CCS(=O)(=O)Cc2ccccc2)s1
→ i, i

# The list itself, from the first entry:
# Under each structure: KCNQ2 block, CHT block
> N#Cc1cn(CC(=O)O)c2ccccc12
→ i, i
> CN(C)CCOC(=O)Cc1ccc(Cl)cc1
→ i, -9.97*
> COCCSc1nnc(NC(=O)CCS(=O)(=O)Cc2ccccc2)s1
→ i, i
> O=C(COC(=O)c1cn(-c2ccccc2)nc1-c1ccccc1)Nc1ncc(Cl)cc1Cl
→ i, i
> CN(Cc1c(C(=O)N2CCCCCCC2)nc2ccc(Cl)cn12)C1CCOC1 (stereo not given)
→ i, i
> CCc1cccc(C)c1NC(=O)CCCSc1nc2ccccc2s1
→ i, i
> O=C(CN(C(=O)CCNC(=O)c1ccco1)c1ccccc1)NC1CCCC1
→ i, i
> CCOCC(=O)Nc1c(C(=O)Nc2ccc3c(c2)OCCO3)oc2ccccc12
→ i, i
> CCCCNC(=O)CSc1nc2ccsc2c(=O)n1C1CCN(C(=O)OCC)CC1
→ i, i
> CCCCC(CC)CNC(=O)C(=O)c1ccccc1NC(C)=O (stereo not given)
→ i, i
> CCC(=NC(C)c1ccccc1)c1c(O)n(C)c(=O)n(C)c1=O (stereo not given)
→ i, -7.55*
> COc1ccc(-n2c(=O)c3c4c(sc3n(CC(=O)NCC3CCCO3)c2=O)CCCC4)c(OC)c1 (stereo not given)
→ i, i
> Cc1c(OCC(=O)N[C@@H](CSCc2ccccc2)C(=O)O)ccc2c3c(c(=O)oc12)CCC3
→ i, .
> c1ccc(-c2nc3nc4ccccc4nc3n2CC2CCCO2)cc1 (stereo not given)
→ i, i
> Oc1ccc(-c2n[nH]c(=S)n2Cc2ccco2)cc1
→ i, i
> Cc1ccc(-c2sc(-c3ccccc3)nc2CC(=O)Nc2ccccc2F)cc1
→ i, i
> C(=N\n1cnnc1)/c1cccn1-c1ccccc1
→ i, i
> CC[N+](CC)(CC)C/C=C/CN1CCCCC1
→ i, i
> Fc1ccc(-c2nnc3ccc(N4CCCC4)nn23)cc1
→ i, i
> COCC(C)N1CC(O)=C(c2nc(-c3ccc(Cl)cc3)cs2)C1=N (stereo not given)
→ i, i
> CCCCNC(=O)c1cc2c(=O)n3cccc(C)c3nc2n(CCN2CCOCC2)c1=N
→ i, i
> N#Cc1ccc(C(=O)Nc2cc(S(=O)(=O)N3CCCC3)ccc2OCC(F)(F)F)cc1
→ i, i
> CC(=O)N1CCN(c2nnc(-c3ccc(C)cc3)c3ccccc23)CC1
→ i, i
> O=C(COc1ccc2oc(-c3ccco3)cc(=O)c2c1)N1CCCCC1
→ i, i
> Cc1ccc(C(=O)Nc2nn(C)c3cccc(F)c23)cc1
→ i, i
> CCOC(=O)c1sc2nc(-c3ccccc3)ccc2c1N
→ i, i
> CC(=O)N1CCc2cc(S(=O)(=O)C(C)CC(=O)Nc3ccc(OC(F)(F)F)cc3)ccc21 (stereo not given)
→ i, i
> CCc1ccc(C(=O)NNC(=O)C2CCN(c3ncnc4sc(C)c(C)c34)CC2)cc1
→ i, i
> Cc1ccnc(NC(=O)Cn2cc([N+](=O)[O-])cn2)c1
→ i, i
> CCC(C)(C)n1nnnc1C(c1cccnc1)N1CCCc2ccccc21 (stereo not given)
→ i, i
> Cc1cc(Nc2cc(C(=O)O)ccc2C)n2ncnc2n1
→ i, i
> Cc1cc(NC(=O)CC(F)(F)F)n(-c2ccccc2)n1
→ i, i
> CCC(C)(C)n1nnnc1C(c1cc2ccc(OC)cc2[nH]c1=O)N1CCCCC1 (stereo not given)
→ i, i
> COc1ccc(S(=O)(=O)N2CCC(C(=O)NCc3ccco3)CC2)cc1C
→ i, i
> Cc1cccc(/C=C(\c2nc3ccccc3[nH]2)S(=O)(=O)c2ccccc2)c1
→ i, .
> CCOC(=O)C(C)N1CC(=O)N(c2ccccc2)C1=O (stereo not given)
→ i, i
> CN(C)CCNC(=O)c1cc2c(s1)-c1ccccc1OC2
→ i, i
> Cc1ccc(OC(C)C(=O)Nc2ccncc2)cc1 (stereo not given)
→ i, i
> COc1ccc2oc3ccc(OC)cc3c(=O)c2c1
→ i, i
> O=C(COC(=O)CCSc1ccccc1)Nc1cc(F)ccc1F
→ i, i
> CC1CCCCN1CCNC(=O)c1ccc2c(c1)N(Cc1ccccc1F)C(=O)c1ccccc1S2=O (stereo not given)
→ i, i
> O=C(/C=C/c1ccccc1)NC(=S)NNC(=O)c1ccco1
→ i, i
> O=C(NNc1ccccn1)C(c1ccccc1)c1ccccc1
→ i, i
> CCCSc1nnc(CNC(=O)C23CC4CC(CC(C4)C2)C3)n1Cc1ccccc1
→ i, i
> CC(C)CN(C(=O)CN1C(=O)C2CCCCC2C1=O)c1c(N)n(Cc2ccccc2)c(=O)[nH]c1=O (stereo not given)
→ i, i
> O=C(Nc1ccn(Cc2ccccc2F)n1)c1ccc(COc2ccc(Cl)cc2Cl)o1
→ i, i
> CSc1nsc(SCC(=O)Nc2nncs2)n1
→ i, i
> CCN(CC)C(=O)c1ccc2c(=O)n(Cc3cccc(Br)c3)c(=S)[nH]c2c1
→ i, i
> Cc1cc(SCC(=O)NCC(c2cccs2)N2CCOCC2)c(C)cc1Br (stereo not given)
→ i, i
> COc1ccccc1-n1cnnc1SCC(=O)Nc1cccnc1Cl
→ i, i
> O=C1C=CC(=O)N1CCCCCCN1C(=O)C=CC1=O
→ ., i
> COCCNC(=O)Cn1c(=O)n(CCCCCC(=O)Nc2ccccc2)c(=O)c2sccc21
→ i, i
> CC(C)(CCl)C(=O)Nc1ccc(OC(F)(F)F)cc1
→ i, i
> CC/C=C/C(=O)N1CC2(CC(c3cccc(NC(=O)COc4ccc(Cl)cc4)c3)=NO2)C[C@H]1C(N)=O (stereo not given in full)
→ i, i
> Cc1cc(=O)oc2cc(OC(C)C(=O)NCC3CCC(C(=O)O)CC3)ccc12 (stereo not given)
→ i, i
> CC(C)CCC(CC(C)O)c1n[nH]c(=S)n1-c1ccccc1 (stereo not given)
→ i, i
> Cc1ccc(C)c(NS(=O)(=O)c2cc(C(=O)NCc3ccccn3)ccc2C)c1
→ i, i
> COc1ccc(C(=S)NC2CCCCC2)cc1
→ i, i
> CCOc1ccc(Cn2nnc(C(=O)NCc3ccc(OC)cc3)c2N)cc1
→ i, i
> COc1cc(C=O)ccc1OCC(=O)Nc1ccc2c(c1)OCO2
→ i, i

# Other compounds:
# Under each structure: KCNQ2 block, CHT block
> O=C(CNC(=O)c1cccs1)OCC(=O)c1ccccc1
→ i, i
> COC(=O)c1ccc(C2C(Oc3ccccc3)C(=O)N2CCc2ccc(F)cc2)cc1 (stereo not given)
→ i, i
> COc1ccc(OCc2cc(C(=O)NCC(C)Oc3cccnc3)no2)c(Cl)c1 (stereo not given)
→ i, i
> Cc1ccccc1OCC(=O)Nc1sc(C(=O)Nc2cccc(C)c2C)c(C)c1C#N
→ i, i
> CCOC(=O)CCCCC(=O)c1[nH]c(=O)[nH]c1CSc1nc(C)cc(=O)[nH]1
→ i, i
> COc1ccc(C(=O)OCc2c(C)noc2C)cc1
→ i, i
> O=C(Cn1c(NCCO)nc2ccccc21)c1ccc(Cl)cc1
→ i, i
> CS(=O)(=O)N1CCCC(C(=O)NCc2ccccc2Cl)C1 (stereo not given)
→ i, i
> Cc1cc(=O)n2nc(N3CCCC(C(=O)NCc4cccc(Br)c4)C3)sc2n1 (stereo not given)
→ i, i
> NS(=O)(=O)c1cccc(NC(=O)c2cncc(Br)c2)c1
→ i, i
> O=C1CN(C(=O)COC(=O)c2oc3ccccc3c2COc2ccccc2)c2ccccc2N1
→ i, i
> Cc1ccc(C(=O)CSc2nnc(CNc3ccc(C)cc3C)o2)cc1
→ i, i
> CS(=O)(=O)N1CCC(C(=O)NCc2ccncc2)CC1
→ i, i
> COC(=O)C1C(c2ccccc2)C(C(=O)OCc2ccco2)C1c1ccccc1 (stereo not given)
→ i, i
> Cc1cccc(NC(=O)CCN2CCC(C)CC2)c1
→ i, i
> N/C(=N\N=C\c1ccco1)SC1CC(=O)N(c2ccc(C(=O)O)cc2)C1=O (stereo not given)
→ i, i
> COc1ccc(C=O)cc1CN1CCCN(Cc2ccccc2F)S1(=O)=O
→ i, i
> C/C=C/c1ccc(OCC(=O)Nc2cc(OC)c(OC)c(OC)c2)c(OC)c1
→ i, i
> CCC(CC)c1nnc(NC(=O)CS(=O)(=O)Cc2ccccc2)s1
→ i, i
> O=C(Nc1ccccc1C(=O)NCC1CCCO1)c1ccccc1 (stereo not given)
→ i, i
> COc1ccc(C(=O)N/C(=C\c2cn(S(=O)(=O)N(C)C)c3ccccc23)C(=O)NCCCN2CCOCC2)cc1
→ i, i
> COC(=O)COc1ccc(/C=N/NC(=O)CN(c2ccccc2OC)S(=O)(=O)c2ccccc2)cc1
→ i, i
> O=C(COc1ncnc2scc(-c3ccccc3)c12)NCCN1C(=O)CSC1=O
→ i, i
> CCCCn1nnnc1NCc1cccs1
→ i, i
> Cc1cc(C)cc(C(=O)NC(CC(N)=O)c2ccc(NC3CCCC3)c([N+](=O)[O-])c2)c1 (stereo not given)
→ i, i
> COCCNC(=O)c1cc2cc3ccc(OC)cc3nc2o1
→ i, i
> O=C(O)C1CC=CCC1C(=O)NCCc1csc(-c2ccccc2)n1 (stereo not given)
→ i, i
> Cn1c(C(=O)NCCCN2CCc3ccccc3C2)cc2c(=O)n(C)c3ccccc3c21
→ i, i
> O=C(Nc1ccc(Cl)cc1)N(Cc1nnc2n1CCCCC2)c1ccccc1
→ i, i
> c1ccc(-c2noc(-c3ccccc3-c3ccccc3)n2)cc1
→ -8.63*, i
> CCn1c(CNC(=O)c2cccs2)nnc1SCC(=O)Nc1ccc(Cl)cc1
→ i, i
> Cc1ccc(C(=O)NS(=O)(=O)c2ccccc2)cc1
→ i, i
> COc1ccccc1NC(=O)COc1cc(Br)c(CNCCCN2CCOCC2)cc1OC
→ i, i
> CC(=O)NC1=NN(C(C)=O)C(C)(c2ccc(Br)cc2)S1 (stereo not given)
→ i, i
> Cc1[nH]c2ccccc2c1C(O)c1ccncc1 (stereo not given)
→ i, i
> CC(C)(C)NC(=O)CN(C(=O)c1snc(C(=O)NC2CCCCC2)c1N)c1ccccc1F
→ i, i
> O=C(COc1cccc2cccnc12)N/N=C1\SCC(=O)N1Cc1ccco1
→ i, i
> CN1CCN(c2ccc(C(=O)NC3CCCCC3)cc2[N+](=O)[O-])CC1
→ i, i
> COCCCN1C(=O)c2ccc(C(=O)OCC(=O)N3CCN(c4ccccc4)CC3)cc2C1=O
→ i, i
> CCCn1c2c(c(O)c(C(=O)Nc3nc(C)cs3)c1=O)CCCC2
→ i, .
> CC(NC(=O)c1ccc(N(C)C)cc1)C(c1cccs1)N1CCN(C)CC1 (stereo not given)
→ i, i
> O=C(CC12CC3CC(CC(Br)(C3)C1)C2)Nc1nncs1
→ i, i
> CC(=O)c1ccc(OC(=O)CCN2c3ccccc3Sc3ccccc32)cc1
→ i, i
> CCCCN(C(=O)/C=C/c1ccc(OC)cc1)C1CCS(=O)(=O)C1 (stereo not given)
→ i, i
> COc1cc(C(=O)OC(C)CN2C(C)CCCC2C)cc(OC)c1OC (stereo not given)
→ i, i
> CN(C(=O)COC(=O)c1ccc([N+](=O)[O-])cc1N)c1ccccc1
→ i, i
> O=C(CCc1ccccc1)c1ccc2c(c1)OCCCO2
→ i, i
> Cc1c2ccccc2nc2ccccc12
→ i, i
> Cc1csc(NC(=O)CSC2=NS(=O)(=O)c3ccccc3N2)n1
→ i, i
> Cc1ccc(C(=O)CCC(=O)N2CCN(c3ccc(F)cc3)CC2)cc1
→ i, i
> COC(=O)C(NC(=O)CCC(=O)N[C@@H](C(=O)OC)c1ccccc1)c1ccccc1 (stereo not given in full)
→ i, i
> COc1ccc(OC)c(NC(=O)Cn2nc(C)c3ccccc3c2=O)c1
→ i, i
> COC(=O)C1=CO[C@@H](OC2OC(CO)C(O)C(O)C2O)[C@@H]2C(CO)=CC[C@H]12 (stereo not given in full)
→ i, i
> Cc1cc2c(s1)CCCCC(=O)N2
→ i, i
> CCOC(=O)C1CCCN(C(=O)c2cc(-c3ccccc3)nc3ccccc23)C1 (stereo not given)
→ i, i
> CCCCn1c(=N)n(CC(=O)C(C)(C)C)c2ccccc21
→ i, i
> Cc1ccc(OCC(=O)Nc2ccc3c(c2)OC(F)(F)O3)c([N+](=O)[O-])n1
→ i, i
> CCOC(=O)c1sc(NC(=O)c2ccco2)nc1-c1ccccc1
→ i, i
> COc1ccccc1NC(=O)CCSc1nnc(-c2ccc(O)cc2)o1
→ i, i
> COc1ccc(Cl)cc1C(=O)NC1=NCCS1
→ i, i

# The list goes on.
# Under each structure: KCNQ2 block, CHT block
> CC1(C)CC(=O)C2=C(C1)OC(N)=C(C#N)C2c1cccs1 (stereo not given)
→ i, i
> COCCC(=O)N1CCC(Oc2ccc(C(=O)NC3CCCCC3)cc2)CC1
→ i, i
> Cc1ccc2c3c1C1(C(=O)N3C(C)(C)CC2C)C(C#N)=C(N)Oc2cc(O)ccc21 (stereo not given)
→ i, i
> CC1(C)CC2(CCCN3C(=O)CSC32)CCS1 (stereo not given)
→ i, i

# 6 structures out of the list, sorted by SMILES length, descending.
# Under each structure: KCNQ2 block, CHT block
> Cc1ccc2c3c1C1(C(=O)N3C(C)(C)CC2C)C(C#N)=C(N)Oc2cc(O)ccc21 (stereo not given)
→ i, i
> Cc1ccc(OCC(=O)Nc2ccc3c(c2)OC(F)(F)O3)c([N+](=O)[O-])n1
→ i, i
> COCCC(=O)N1CCC(Oc2ccc(C(=O)NC3CCCCC3)cc2)CC1
→ i, i
> CC1(C)CC(=O)C2=C(C1)OC(N)=C(C#N)C2c1cccs1 (stereo not given)
→ i, i
> CCCCn1c(=N)n(CC(=O)C(C)(C)C)c2ccccc21
→ i, i
> CC1(C)CC2(CCCN3C(=O)CSC32)CCS1 (stereo not given)
→ i, i
